# PTEN del growth: suppresses growth of cells with PTEN deletion; HCT116 PTEN-null viability, CellTiter-Glo, 60 h; stronger effect = lower value; viability, % at 10 µM; 140,000 tested, 1.2% active;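 active = viability at or below a set limit, 4 SD under the median of all tested compounds, cut at about 3.7% in these data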;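 also: PTEN knockout HCT116 line with beta catenin targeted HCT116 as companion control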
# Measles CPE: protection of cells from measles virus; 140,000 tested, 1.5% active; AID 841; protection (pct of control), % at 4 µM; Measles virus-infected cells, CPE protection, absorbance; in the data active = protection mostly above about 24%, no sharp cut-off; inactive = mostly below about 26%; also: some compounds called inactive have numbers as strong as hits
# MRP1 act: activators of MRP-1; H69AR cells + doxorubicin, viability rescue, CellTiter-Glo; viability increase, % at 10 µM; 140,000 tested, 0.61% active;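 active = viability gain under doxorubicin at or above a set limit, the compound median plus 3 SD, cut at about 4.7% in these data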;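 also: MRP-1 overexpressing cells given doxorubicin 25 µM after compound pretreatment; 18-22 h compound pretreatment then 72 h with doxorubicin before readout; 0% = doxorubicin-only wells and 100% = vehicle-treated cells without doxorubicin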
# E-sel TNF inh: blocks E-selectin expression induced by TNF alpha; HUVEC TNFa-induced E-selectin immunofluorescence, high content; inhibition, % at 2 µM; 120,000 tested, 0.71% active; AID 1246;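 active = inhibition above the batch mean plus 3 SD, and confirmed as a hit on visual image review, cut at about 43% in these data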;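 also: 0% = TNF-stimulated DMSO wells and 100% = unstimulated control wells; not every result past the cut was called active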
# Phagocytosis inh: blocks phagocytosis by macrophages. J774A.1 macrophage IgG-bead phagocytosis, imaging. inhibition, % at 5 µM. 110,000 tested, 0.07% active;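 active = inhibition above the mean of the plate negative controls plus 5 SD, cut at about 13% in these data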;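 also: phagocytic index as fraction of beads internalized from green versus red external bead signal; plate controls were DMSO negative control for no effect and cytochalasin-D positive control for full effect; some results beyond the cut were filed as inactive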
# NPY-Y2 antag: NPY-Y2 (human) receptor antagonism; P49146; NPY-Y2 expressing cells, antagonist mode; inhibition, % at 2.7 µM; 140,000 tested, 0.99% active; AID 793; in the data active = inhibition above about 17%;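 also: 0% = vehicle with agonist challenge and 100% = reference antagonist with challenge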
# Target sequence (P49146 whole entry, looked up): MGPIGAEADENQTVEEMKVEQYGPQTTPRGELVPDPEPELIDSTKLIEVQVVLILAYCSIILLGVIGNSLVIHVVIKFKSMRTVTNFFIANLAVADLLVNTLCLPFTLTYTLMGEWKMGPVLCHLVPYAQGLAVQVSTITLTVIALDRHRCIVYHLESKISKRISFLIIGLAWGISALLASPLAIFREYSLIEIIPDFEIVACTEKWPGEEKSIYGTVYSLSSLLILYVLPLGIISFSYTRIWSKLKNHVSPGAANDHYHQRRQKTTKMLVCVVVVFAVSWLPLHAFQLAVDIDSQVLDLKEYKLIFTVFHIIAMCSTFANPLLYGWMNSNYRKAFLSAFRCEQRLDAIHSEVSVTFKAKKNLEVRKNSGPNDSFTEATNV
# Yeast growth inh: reduces growth of yeast BB579 in restrictive medium; S. cerevisiae BB579 growth, OD615, 48 h; inhibition, % at 10 µM; 140,000 tested, 0.51% active; AID 804;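 active = inhibition above a set limit, 3 SD over the mean compound inhibition, cut at about 44% in these data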; also: inactives centre near -24
#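 System: DeaD yeast strain BB579; buffer or medium: CSMM-D dextrose restrictive medium; technique: OD at 615 nm; schedule: 4 h cell preincubation, 48 h compound exposure, 30 °C humidified; doses: single 10 µM dose; controls: amphotericin B 10 µg/mL, positive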
# Yeast lifespan up: extends the lifespan of yeast; inhibition of the nicotinamide effect, % at 10 µM; S. cerevisiae growth with nicotinamide, OD615; deaD strain in restrictive glucose medium; 130,000 tested, 0.68% active; AID 775;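 active = inhibition above a set limit, placed 3 SD over the median of all compounds, cut at about 26% in these data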;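 also: 0% = nicotinamide-treated wells and 100% = cells grown without nicotinamide; some compounds called inactive have numbers as strong as hits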
#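 Assay system: engineered S. cerevisiae DeaD replicative-lifespan strain, galactose-grown log-phase cells; Buffer or medium: CSMM-D glucose medium, restrictive; Probe or stimulus: nicotinamide 1.5 mM; Compound: single dose 10 µM compound, 0.25% DMSO; Schedule: 4 h preincubation then 48 h treatment at 30 °C; Technique: OD615 measurement.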
# HCT116 bCat-KO: beta-catenin-lacking colon tumor cell growth suppression; 140,000 tested, 1.5% active; viability, % at 10 µM; HCT116 beta-catenin knockout viability, CellTiter-Glo, 60 h; stronger effect = lower value; AID 818;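 active = viability at or under a set limit, the compound median less 4 SD, cut at about 6% in these data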;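 also: 0% = Hyamine 1622 control at 20 µM and 100% = untreated cell control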
# GALR2 blocker: antagonists of human galanin receptor 2 (GALR2). O43603. GALR2-expressing cells, antagonist mode. inhibition, % at 4 µM. 140,000 tested, 0.39% active. AID 828; in the data active = inhibition above about 27%;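 also: cells stimulated with galanin 1-16 at roughly its EC80; 0% = agonist challenge control and 100% = basal control without agonist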
# Target sequence (O43603 whole entry, looked up): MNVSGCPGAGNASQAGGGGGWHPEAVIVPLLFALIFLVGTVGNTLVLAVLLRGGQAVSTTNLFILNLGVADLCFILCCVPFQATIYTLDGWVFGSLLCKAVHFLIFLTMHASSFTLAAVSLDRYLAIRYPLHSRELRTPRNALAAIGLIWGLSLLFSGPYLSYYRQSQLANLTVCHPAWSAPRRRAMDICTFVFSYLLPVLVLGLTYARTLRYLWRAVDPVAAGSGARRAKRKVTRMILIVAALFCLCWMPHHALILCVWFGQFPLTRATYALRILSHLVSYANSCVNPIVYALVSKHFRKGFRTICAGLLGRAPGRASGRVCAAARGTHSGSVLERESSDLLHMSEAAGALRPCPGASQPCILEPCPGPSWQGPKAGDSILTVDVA
# * = called active by the depositor; · = not tested or not shown.
SMILES,PTEN del growth,Measles CPE,MRP1 act,E-sel TNF inh,Phagocytosis inh,NPY-Y2 antag,Yeast growth inh,Yeast lifespan up,HCT116 bCat-KO,GALR2 blocker
O=C(Nc1cnn(Cc2ccc(Cl)c(Cl)c2)c1)C12CC3CC(CC(C3)C1)C2,98,7,0.8,-12,·,0,4,·,87,0
Cc1ccccc1N/C(=C(/C(Cl)=C(Cl)Cl)[N+](=O)[O-])n1nnc2ccccc21,90,14,-3.4,-13,-1,1,-28,17,90,0
CCCCCCOc1ccc(C(=O)n2cnc(N)n2)cc1,99,8,-1.9,·,-1,1,-32,-14,106,1
O=C(COc1ccccc1)NC(=S)N1CCc2ccccc21,98,9,-3.0,·,·,3,4,-3,91,2
CNC(=O)CN1C(=O)CSc2ncccc21,96,18,-0.9,·,1,0,1,-6,94,2
Cc1cc(C)cc(NS(=O)(=O)c2ccc3c(c2)c(=O)n(C)c(=O)n3C)c1,39,10,-4.8,10,-1,-3,-22,-6,46,15
CCc1c(C)nc(Nc2nc(C)c3cc(OC)ccc3n2)[nH]c1=O,53,12,-2.3,-22,1,1,20,-10,48,0
COc1cccc2c(SCC(=O)N/N=C/c3ccccc3)cc(C)nc12,64,3,-4.3,·,-7,2,-2,2,64,21
Cc1ccc(CNC(=O)Cc2csc(Nc3nc(=S)[nH]c4ccccc34)n2)cc1,85,8,-4.1,·,·,-1,-16,-32,88,16
Cc1ccc(S(=O)(=O)NCC23C=CC(O2)C2C(=O)N(c4ccccc4)C(=O)C23)cc1 (centres undefined),91,15,-0.8,17,·,1,-23,-2,100,9
CCC(=O)Nc1ccc(N2CCCCC2)cc1,113,10,0.4,8,1,0,-56,-1,98,-15
Cc1nc(-c2c(C(F)(F)F)noc2-c2ccc(O)cc2O)cs1,84,4,1.0,-18,5,1,-52,-21,75,7
NC(=O)C1CCN(CC(=O)N2c3ccccc3CCc3ccccc32)CC1,107,22,-0.7,11,4,0,-47,-12,94,-18
Cc1ccc(OCCN2CCCCCC2)c(C)c1,77,13,-3.8,28,0,-1,-30,-3,86,-7
CCOC(=O)c1c(C=O)c(C)n(Cc2ccc(Cl)cc2)c1C,36,38,-3.8,16,·,8,12,-16,26,1
COc1ccc2cc(/C=N/NC(=O)c3ccc(CN(c4ccc(C)c(C)c4)S(C)(=O)=O)cc3)c(Cl)nc2c1,97,10,-1.5,11,-8,4,-56,3,99,6
CC(=O)NCCc1nc2ccccc2n1Cc1ccccc1,76,3,0.0,·,1,2,-12,-3,85,-5
CN(C)C(=O)N1CCCC(C(=O)NCc2ccccc2Cl)C1 (centres undefined),89,3,-3.0,-29,0,6,-29,-23,90,16
Cc1nc2c(C(=O)NCc3cccs3)cnn2c(C)c1Cc1ccc(F)cc1,82,6,-3.0,18,-11,12,-32,7,84,-20
CCc1nccn1-c1cc(C(C)(C)C)nc2c(-c3ccc(Cl)cc3)cnn12,76,3,-3.2,·,·,1,8,-6,54,9
CCOc1ccccc1OCC(=O)N/N=C(\C)Cc1ccc(OC)cc1,86,4,-2.4,15,-2,3,9,3,74,3
CC(=O)c1c(C)n(-c2ccc(N(C)C)cc2)c2ccc(OCC(N)=O)cc12,82,1,-3.8,-22,0,3,-48,-6,91,0
COc1ccc(OCC(=O)N2CC3(C)CC2CC(C)(C)C3)cc1 (centres undefined),96,3,-1.9,-16,-1,5,22,-5,94,-4
c1ccc2c(c1)nc1n2CN(Cc2ccc3c(c2)OCO3)CN1,86,6,-3.8,·,0,1,-34,-1,92,-4
CC(C)CCNC(=O)CN(CC1CCCO1)C(=O)CCC(=O)Nc1ccccn1 (centres undefined),77,2,-1.8,0,-1,4,-15,0,83,4
COc1ccc(Nc2nnc(C)c(=O)[nH]2)cc1,103,22,-0.4,-8,0,0,1,-7,90,-6
Cc1nc2ccccc2c2oc(C(=O)NCc3ccccn3)cc12,75,6,-3.0,19,1,4,-4,-32,79,11
COC(=O)N1CCN(c2ccc(Cl)c(Cl)c2)CC1,57,8,1.9,-28,-1,3,-11,-15,62,-7
Cc1cccc(OCc2nnc(NC(=O)c3cccs3)s2)c1,98,2,0.6,-24,0,5,-16,-5,97,4
Cc1cc(NC(=O)c2nn3cccnc3c2Cl)no1,120,8,0.6,·,·,0,-110,-11,111,-17

# Looked up above:
# In Measles CPE, Cc1ccccc1N/C(=C(/C(Cl)=C(Cl)Cl)[N+](=O)[O-])n1nnc2ccccc21 is entered as 14
# In E-sel TNF inh, Cc1nc2ccccc2c2oc(C(=O)NCc3ccccn3)cc12 is entered as 19
# In E-sel TNF inh, CC(C)CCNC(=O)CN(CC1CCCO1)C(=O)CCC(=O)Nc1ccccn1 (centres undefined) is entered as 0
# In Phagocytosis inh, COc1cccc2c(SCC(=O)N/N=C/c3ccccc3)cc(C)nc12 is entered as -7

# Quoted at random: 2 records from the list, in no set order.
SMILES,PTEN del growth,Measles CPE,MRP1 act,E-sel TNF inh,Phagocytosis inh,NPY-Y2 antag,Yeast growth inh,Yeast lifespan up,HCT116 bCat-KO,GALR2 blocker
COc1ccc(Nc2nnc(C)c(=O)[nH]2)cc1,103,22,-0.4,-8,0,0,1,-7,90,-6
CCC(=O)Nc1ccc(N2CCCCC2)cc1,113,10,0.4,8,1,0,-56,-1,98,-15

# (next part)
SMILES,PTEN del growth,Measles CPE,MRP1 act,E-sel TNF inh,Phagocytosis inh,NPY-Y2 antag,Yeast growth inh,Yeast lifespan up,HCT116 bCat-KO,GALR2 blocker
CCC(=O)Nc1ccc(NC(=S)NC(=O)/C=C/c2ccccc2)cc1,66,3,-3.5,31,2,1,-9,8,69,13
O=C(NCc1ccco1)/C(=C\c1ccco1)NC(=O)c1ccc(Br)o1,93,5,-3.7,5,-6,-1,-45,2,76,-7
COc1ccc(NC(=O)COC(=O)C2CCC(C(C)(C)C)CC2)c([N+](=O)[O-])c1 (centres undefined),90,9,-1.0,·,-2,5,-10,2,91,-5
C=C(C)CC1N(c2cccc(OC)c2)C(=O)[C@@H]2C(C(=O)O)[C@H]3C=C[C@@]12O3 (some centres undefined),106,1,-0.2,28,-1,3,-10,-6,100,2
CN(C)c1ccc(N2CN=C3SCC(=O)N3C2)cc1,78,16,1.1,-24,·,-4,-29,-3,65,3
CCc1nnc(NC(=O)CSc2nnc(CNc3ccc(F)cc3)n2C2CCCCC2)s1,90,12,-3.1,48,3,-3,-26,-3,91,-9
CCOC(=O)C(=O)C1=C(N2CCOCC2)/C(=C\c2ccc(F)cc2)CC1,98,17,-5.1,2,-5,4,-15,-2,87,6
Oc1ccc(Br)cc1-c1ccn[nH]1,83,8,-1.7,·,-1,2,40,-7,97,-6
Cc1cc(NC(=O)CSc2nc(-c3ccco3)cc(C(F)(F)F)n2)no1,12,1,-4.6,-2,·,1,-17,·,9,6
COC(=O)c1[nH]c2cc(C)ccc2c1NC(=O)CN1CCN(C(=O)c2ccco2)CC1,90,12,-4.4,-14,·,4,-23,-30,86,1
Cc1c(Cc2ccccc2)c(=O)oc2cc(OCc3nn[nH]n3)ccc12,105,6,-0.8,11,1,1,-4,-24,96,-2
COCCNC(=O)c1onc(CSc2cccc(Cl)c2)c1C(=O)O,96,8,1.5,-42,1,9,-7,-6,99,3
O=C(CCS(=O)(=O)c1cccc2nsnc12)NCc1ccccc1,90,6,-3.6,6,·,-1,-3,-7,89,-1
CC(C)(C)c1ccc(-c2nnc(NC(=O)c3ccccc3)s2)cc1,89,11,1.7,-19,·,4,-46,10,86,-7
Cc1ccccc1C1CC(c2ccccc2OC(F)F)Nc2ncnn21 (centres undefined),87,3,1.0,-54,-1,1,-36,-1,97,8
O=C(Cn1cc2c(n1)CCCC2)NCC1CCCO1 (centres undefined),92,2,-1.7,·,-1,-1,18,16,95,5
O=C1NC2(NN1c1ccccc1)C1CC3CC(C1)CC2C3 (centres undefined),86,8,-1.8,2,-2,-1,0,-8,83,-4
CCC1(C)Cc2c(sc3nnn(CC(=O)Nc4cccc5ccccc45)c(=O)c23)CO1 (centres undefined),20,22,-4.5,-5,1,4,-37,-4,47,7
CC(C)Cn1c(-c2ccccc2)nc(=S)c2c1CCCC2,89,22,-3.6,11,0,-1,-13,-15,97,13
O=C(Nc1ccccc1C(=O)N1CCCC1)c1cccc(S(=O)(=O)N2CCCCCC2)c1,97,17,-1.3,-38,-3,0,-31,-5,92,0
CC(CCc1ccccc1)NS(=O)(=O)c1ccccc1 (centres undefined),91,15,-1.6,-8,·,2,-29,4,95,2
CC(C)N1CC(C(=O)Nc2ccc(Br)c(Cl)c2)CC1=O (centres undefined),66,6,-3.0,-19,2,0,-14,-14,73,-1
O=C(Cc1ccccc1)Nc1ccc(SC(F)F)cc1,64,42,1.3,·,-9,2,-2,-8,50,9
O=C(CSc1nnc(-c2ccncc2)n1-c1ccc(Cl)cc1)N1CCOCC1,100,5,-2.3,·,-2,2,-54,-7,96,-25
CCN(CCNC(=O)CN(C)S(=O)(=O)c1cccc2nsnc12)c1ccccc1,71,11,-1.9,-12,0,3,-21,-12,76,5
CCS(=O)(=O)N1N=C(c2ccccc2)CC1c1ccc2nccnc2c1 (centres undefined),95,4,-1.5,-14,-2,-1,-49,-1,94,-1
Cc1ccc(Cn2cnc3c(nnn3Cc3ccc(Cl)cc3)c2=O)cc1,67,4,-3.0,·,·,4,-32,-10,88,-12
C#CCOCCOCCOCCNc1nc(N2CCN(C(=O)[C@H]([C@@H](C)CC)n3cc(CCC(=O)O)nn3)CC2)nc(N2CCN(C(=O)[C@H](C)n3cc(CCCN=C(N)N)nn3)CC2)n1,93,5,-1.2,36,·,1,-32,10,89,-1
C=CCOc1cccc(C2C(C(=O)c3ccco3)=C(O)C(=O)N2CCN(CC)CC)c1 (centres undefined),90,3,-1.6,-5,1,4,-4,-10,99,7
CCN(CC)S(=O)(=O)c1cccc(C(=O)N[C@H](C(=O)Nc2nc3ccccc3s2)C(C)C)c1,77,16,0.5,6,5,-1,-26,-2,79,2
COc1cc(-c2nc(-c3ccc4c(c3)-c3ccccc3S4(=O)=O)c(-c3ccccc3)[nH]2)cc(OC)c1O,23,12,-3.8,3,0,1,-57,6,41,-6
O=C(CSCc1ccccc1)Nc1ccc(S(=O)(=O)N2CCOCC2)cc1,80,4,0.4,6,·,-1,-6,-13,73,-8
COc1ccc(C(C(=O)NC2CCCCC2)N(C(=O)CCl)c2ccc(C)cc2)cc1 (centres undefined),2.2*,0,-5.2,19,3,2,-39,-2,5.0*,19
O=C(NCc1cn(-c2ccccc2)nc1-c1ccc(F)cc1)c1cccc([N+](=O)[O-])c1,60,12,4.0,-11,-11,-2,-14,9,68,-2
C/C(CC(C)C)=N\NC(=O)Nc1ccccc1,90,5,1.4,·,·,0,-30,4,89,6
Cc1c(NC(=O)c2ccc(Br)o2)c(=O)n(-c2ccccc2)n1C,95,13,-0.7,0,-5,-2,-34,0,94,2
O=C(NNC1=NCCC1)c1ccc(Br)cc1,101,15,-0.8,-25,-1,1,-29,-13,108,3
COc1ccc(S(=O)(=O)N(CC(=O)O)Cc2ccccc2)cc1OC,113,8,-0.1,·,0,-4,-19,-9,95,-3
COc1cccc2sc(NC(=O)c3ccc(S(=O)(=O)N4CCOCC4)cc3)nc12,73,6,-3.5,7,-4,1,-6,-16,75,-2
